Screening results (PubChem)
3CLpro inhibitor: SARS-CoV 3CLpro protease inhibition; recombinant SARS-CoV 3CLpro, quenched FRET peptide cleavage; inhibition, % at 6 µM; 290,000 tested, 0.14% active; AID 1706; in the data active means inhibition above about 12%
BoNT A protease: BoNT A light chain protease inhibition. AID 588499. inhibition, % at 10 µM. 360,000 tested, 0.17% active. multiplex microsphere protease substrate cleavage, flow cytometry; further: plate controls were buffer without enzyme for full effect and enzyme alone for no effect
PfHsp40 rescue: compounds rescuing yeast from Plasmodium falciparum HSP40 toxicity; S. cerevisiae expressing PfHsp40, growth rescue, ATP luminescence; growth rescue, % at 12.5 µM; 340,000 tested, 0.68% active; in the data active means growth rescue above about 28%, passing the limit was not always enough; inconclusive means no clear call, values can overlap the other calls;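 further: yeast W303a lacking pdr1 and pdr3 grown in galactose medium; growth measured after three days at 30 °C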
Vc quorum ag: induces V. cholerae light production without autoinducers. activation, % at 18.7 µM. 350,000 tested, 0.16% active. V. cholerae BH1578 lux reporter, luminescence, 6 h; in the data active means activation mostly above about 9.7%, no sharp cut-off; inconclusive means no clear call, values can overlap the other calls; inactive means mostly below about 3.7%; further: not every result past the cut was called active; inactives centre near 0; reference of the scale not given here
PrPC surface inh: reduces human prion protein on the cell surface; inhibition, % at 13.8 µM; AID 720596; 370,000 tested, 0.43% active; cell surface PrPC, TR-FRET read-out; P04156; in the data active means inhibition above about 24%; further: 0% = median of the test wells and 100% = reference compound wells
Anthrax LF prot: anthrax lethal factor protease inhibition. P15917. multiplex microsphere protease cleavage assay, LF. inhibition, % at 10 µM. 360,000 tested, 0.12% active; further: plate controls were buffer without enzyme for full effect and enzyme alone for no effect
Target sequence (P15917 whole entry, looked up): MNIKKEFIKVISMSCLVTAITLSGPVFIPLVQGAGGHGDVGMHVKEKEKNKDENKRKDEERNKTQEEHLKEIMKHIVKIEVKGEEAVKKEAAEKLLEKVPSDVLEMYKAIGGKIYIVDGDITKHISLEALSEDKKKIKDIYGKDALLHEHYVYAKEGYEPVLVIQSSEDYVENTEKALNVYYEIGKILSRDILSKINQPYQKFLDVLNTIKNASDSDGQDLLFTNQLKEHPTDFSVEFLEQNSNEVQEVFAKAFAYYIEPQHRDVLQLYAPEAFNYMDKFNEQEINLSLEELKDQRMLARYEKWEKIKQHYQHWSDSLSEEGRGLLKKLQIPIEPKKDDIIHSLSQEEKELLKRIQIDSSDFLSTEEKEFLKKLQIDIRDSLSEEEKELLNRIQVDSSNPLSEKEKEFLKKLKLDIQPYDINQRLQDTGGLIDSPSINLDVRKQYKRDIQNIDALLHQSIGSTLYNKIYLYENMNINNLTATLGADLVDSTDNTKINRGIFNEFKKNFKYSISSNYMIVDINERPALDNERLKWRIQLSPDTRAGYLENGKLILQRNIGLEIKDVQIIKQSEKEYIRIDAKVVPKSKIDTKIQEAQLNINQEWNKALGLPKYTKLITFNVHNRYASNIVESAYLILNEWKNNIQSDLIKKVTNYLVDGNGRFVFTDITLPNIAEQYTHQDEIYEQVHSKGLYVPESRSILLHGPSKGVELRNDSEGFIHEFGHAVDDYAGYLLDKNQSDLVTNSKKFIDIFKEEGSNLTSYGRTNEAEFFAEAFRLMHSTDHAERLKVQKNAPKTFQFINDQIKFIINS
TcdB inh: blocks C. difficile toxin B glycohydrolase activity. inhibition, % at 9.99 µM. TcdB glycohydrolase enzymatic assay, plate reader. AID 652162. 350,000 tested, 0.24% active. P18177; in the data active means inhibition above about 10%
Yp Topo-I inh: blocks Yersinia pestis topoisomerase I activity | Y. pestis Topo-I cleavage product accumulation, plate reader | activity, % at 10 µM | 360,000 tested, 0.064% active; in the data active means activity above about 50%, passing the limit was not always enough; inconclusive means no clear call, values can overlap the other calls; further: inactives centre near 2
PriA SSB inh: blocks PriA binding to SSB C-terminal tail; AlphaScreen SSBct-PriA binding, biotinylated peptide; inhibition, % at 33 µM; 430,000 tested, 0.6% active; in the data active means inhibition mostly above about 37%, no sharp cut-off; inactive means mostly below about 20%;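 further: plate controls were negative control peptide for no effect and reference peptide for full effect; strong numbers were not always called active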
* = called active by the depositor; i = inactive; u = inconclusive; x = not tested or not shown; & = joins results of further samples. Unless noted, no stated cut-off is given here; in the data, active means inhibition above about 30%; inconclusive means no clear call, values can overlap the other calls; inactive means below that. An excerpt (hit frequency here may not be typical).

SMILES,3CLpro inhibitor,BoNT A protease,PfHsp40 rescue,Vc quorum ag,PrPC surface inh,Anthrax LF prot,TcdB inh,Yp Topo-I inh,PriA SSB inh
COc1ccc(N2CCN(C(CNC(=O)C(C)C)c3ccc4c(c3)OCO4)CC2)cc1 (stereo not given),-4,2.1,-1.3,-0.9,-4,-2,-0.7,-1,-1
Cc1ccc2nc3c(nc2c1C)C(O)=C3O,0,x,-0.2,i,2,x,-1.3,-9,-8
Cc1ccc(S(=O)(=O)/N=C(/c2ccccc2)N(C)c2ccc(O)cc2)cc1,-2,0.3,1.3,0.6,-2,0,0.9,-5,x
O=c1c2c3c(sc2nc2n1CCC2)CCCCC3,8,-0.3,-0.2,-0.4,-5,-6,-0.2,-2,8
COCCNC(=O)C1(C)CCCN(Cc2cccc(F)c2)C1 (stereo not given),x,-0.1,x,i,11,6,-0.2,-1,x
C=CCN(c1ccc(C(=O)Nc2cc(C)cc(C)c2)cc1)S(C)(=O)=O,4,-0.5,-0.1,i,0,-1,0.9,-4,-14
CCOc1ccc(NC(=O)CN2C(=O)CSc3ccc(S(=O)(=O)N4CCOCC4)cc32)cc1,-3,-1.6,-1.8,1.3,7,3,1.5,-2,3
Cc1ccc(C(=O)N/C(=C\C=C\c2ccccc2)C(=O)NCc2ccco2)cc1,6,-0.6,1.3,-0.3,-10,-3,0.4,16,3
O=C(Nc1ccc(F)cc1)C(c1ccccc1)N1CCN(S(=O)(=O)c2c(F)cccc2F)CC1 (stereo not given),1,-0.2,0.8,-0.2,0,0,x,15,-17
COC(=O)[C@]1(Cc2ccccc2)N[C@H](CN(C)C(=O)c2ccc(C)cc2)[C@@H]2C(=O)N(Cc3ccccc3)C(=O)[C@@H]21,x,0.4,47*,-1.0,4,-2,0.2,9,2
COC(=O)CCN(C)CCC(=O)OC,0,-2.9,-0.5,-0.4,9,-2,x,0,-3
CN(Cc1ccccc1)C(=O)C(C(=O)c1ccc(F)cc1)n1cc(Cl)ccc1=O (stereo not given),1,-1.4,0.0,-2.9,2,-8,5.6,12,-1
CCN(CC(=O)NCc1cccs1)C(=O)COc1ccc(C(N)=O)cc1,x,-1.8,0.2,i,1,0,-0.8,2,-15
O=C(NCCc1nc2ccccc2[nH]1)C1CCC(=O)N(CCc2cccc(F)c2)C1 (stereo not given),1,-1.3,1.8,i,1,1,1.0,4,-12
CCOc1ccc(N2C(=O)CC(N3CCC(NC(=O)Nc4ccccc4)CC3)C2=O)cc1 (stereo not given),1,0.9,8.3,i,5,-2,x,-2,-26
CCCn1c(=O)c(-c2nc3ccccc3[nH]2)c(O)c2ccccc21,2,0.2,0.1,-0.3,-2,0,0.7,7,-4
O=C(c1ccc(NC2=NC3CS(=O)(=O)CC3S2)cc1)N1CCN(c2ccccc2)CC1 (stereo not given),-6,-0.3,1.5,-0.5,-8,4,1.3,-9,-6
Cc1ccc(C)c(S(=O)(=O)N2CCN(c3ncnc4sccc34)CC2)c1,x,-0.9,-0.6,-2.6,22,7,-0.2,-1,-10
Cc1cc(C)n(CC(=O)NNC(=O)CCNC(=O)c2ccccc2Cl)n1,x,x,-0.8,-0.8,-3,x,0.4,3,-3
Cc1nc(N=Nc2ccc(O)cc2)n[nH]1,1,0.0,-1.5,-3.1,-6,-2,2.5,3,-3
O=C(COC(=O)COc1ccc(Cl)cc1)NC1CCS(=O)(=O)C1 (stereo not given),x,1.0,-0.7,-0.6,0,-3,-0.4,1,-6
CCCCc1cc(=O)oc2cc(C)cc(OCc3nn[nH]n3)c12,7,-0.6,-1.4,-0.3,-6,-4,x,-6,-4
Cc1cc(Br)ccc1NC(=O)CNC(=O)CN(C)Cc1nc2ccccc2c(=O)[nH]1,3,-0.7,5.4,-1.5,-1,-5,x,-1,5
Cc1cc([N+](=O)[O-])ccc1NC(=O)CCC(=O)N1CCCCCC1,-5,1.4,-0.4,0.0,-7,-2,1.4,8,7
O=C(CN1CCN(S(=O)(=O)N2CCCCC2)CC1)Nc1cc(Cl)ccc1Cl,-4,-2.8,0.7,i,3,0,1.3,8,-8

(cont.)
SMILES,3CLpro inhibitor,BoNT A protease,PfHsp40 rescue,Vc quorum ag,PrPC surface inh,Anthrax LF prot,TcdB inh,Yp Topo-I inh,PriA SSB inh
Cc1c(Cc2ccccc2)c(=O)oc2cc(OCC(=O)c3ccccc3)ccc12,3,0.2,-0.5,-0.3,7,0,x,-6,-12
Cn1cnc([N+](=O)[O-])c1Sc1nc(N)nc2c1ncn2C1CC(O)C(CO)O1 (stereo not given),x,-0.4,-1.6,5.6,-3,-5,0.8,0,5
Cc1cc(NC(=O)COC(=O)c2cc(S(=O)(=O)N(C)C)ccc2Cl)no1,x,3.8,1.6,-1.6,-4,-3,0.8,0,2
COc1ccccc1OCC(=O)O,-2&-2,-0.9&-0.6,1.4&0.4,8.3&-0.5,3&7,-4&-5,x,-1&-7,0&1&-9
Cc1cccc(N(Cc2cc(=O)[nH]c3ccccc23)C(=O)C(C)C)c1,-1,-0.2,0.0,-0.3,0,4,0.2,-1,-2
CNc1c(NC(=O)c2ccc3c(c2)OCO3)c(=O)oc2ccccc12,4,-0.4,-0.2,1.1,4,-1,-0.2,0,-7
Cc1ccc(N=C2S/C(=C/c3cccc(OCC(=O)O)c3)C(=O)N2C)cc1C,8,-1.9,1.8,i,2,-1,0.4,13,8
CC(=O)N1N=C(c2ccc(Cl)cc2)OC12CCCC2,-3,2.8,-1.0,-0.4,0,-9,-0.5,-2,-9
Cc1ccc(NC(=O)c2cc(-c3ccco3)nc3ccccc23)cc1S(=O)(=O)N1CCOCC1,2,1.8,-0.7,-0.3,-7,0,-0.4,-4,-3
CCOc1ccc(Nc2nc(Cc3nnc(SCC(=O)O)o3)cs2)cc1,4,-0.1,1.2,-1.5,8,-2,x,0,4
C#CCOCCOCCOCCNc1nc(N2CCN(C(=O)CCCCCCCCCCNC(=O)Cn3cc(C[C@@H](C)O)nn3)CC2)nc(N2CCN(C(=O)CCCCCCCCCCNC(=O)[C@H](CCCN=C(N)N)n3cc(C[C@@H](C)CC)nn3)CC2)n1,x,-1.3,18,-1.0,x,-13,x,-12,22
Cc1ccc(S(=O)(=O)N2CCOC23CCN(S(=O)(=O)c2cccs2)CC3)cc1,x,-0.7,-0.6,-1.0,-2,2,1.1,19,-17&-11
COc1ccc(C)cc1NC(=O)C1CCN(S(=O)(=O)c2cccc3cccnc23)CC1,0,0.3,-1.1,-0.1,-7,-4,0.1,12,-3
COc1cccc(C2=NOC(C(=O)N3CCN(Cc4ccccc4)CC3)C2)c1OC (stereo not given),2,-0.2,-0.4,i,-7,-2,x,30,-2
Cc1cccc(NC(=S)NCCC(c2ccccc2)c2ccccc2)c1,6,-0.5,5.7,-0.1,-4,0,-0.8,10,-13
CCc1ccc(NC2Nc3cc(C)nn3S2)cc1 (stereo not given),3,-0.4,-0.1,-0.2,14,3,x,4,5
CCCN(C(=O)CSCc1ccc(C)cc1)c1c(N)n(Cc2ccccc2)c(=O)[nH]c1=O,x,-0.2,x,i,-1,-5,0.7,12,x
CC1(C(=O)NCc2ccc(F)c(F)c2)Cc2c(-c3cccc(C(N)=O)c3)ccnc2O1 (stereo not given),x,-0.3,x,-0.3,-2,-2,0.7,10,x
CCN(CCNC(=O)C1CCCN(Cc2nc(-c3ccc(OC)cc3)oc2C)C1)c1ccccc1 (stereo not given),3,-1.0,-0.1,-5.3,-3,-2,x,15,48*
O=c1c(O[C@H]2O[C@@H](CO)[C@H](O)[C@@H](O)[C@@H]2O)c(-c2ccc(O)cc2)oc2cc(O)cc(O)c12,x,0.3,-2.4,-0.6,-17,-5,1.0,3,-18
O=C(CN1C(=O)c2ccccc2C1=O)NCc1ccc(N2CCOCC2)cc1,2,-1.4,-0.8,-0.7,6,-1,-1.2,-7,0
COC(=O)c1cc(=O)c2c(C)nc(C(Cl)(Cl)Cl)nc2[nH]1,2,1.7,0.3,-0.4,-9,-12,0.1,-10,-9
CC1CCC(=NNC(=O)c2ccccc2-n2cccc2)CC1 (stereo not given),x,0.3,0.1,i,0,0,0.4,-1,0
COc1ccc(NC(=O)C(c2ccc(OC)cc2)N(C)C(=O)c2cnccn2)cc1 (stereo not given),0,-0.4,0.3,x,-6,3,x,0,-8
O=C(COC(=O)c1cc[n+]([O-])cc1)Nc1ccc([N+](=O)[O-])cc1,1,-1.0,-0.3,i,-10,1,0.7,-1,3

Reformatted with each value named: 3 of the compounds above
smiles: Cc1cccc(NC(=S)NCCC(c2ccccc2)c2ccccc2)c1
  3CLpro inhibitor: 6; BoNT A protease: -0.5; PfHsp40 rescue: 5.7; Vc quorum ag: -0.1; PrPC surface inh: -4; Anthrax LF prot: 0; TcdB inh: -0.8; Yp Topo-I inh: 10; PriA SSB inh: -13
smiles: Cc1ccc(N=C2S/C(=C/c3cccc(OCC(=O)O)c3)C(=O)N2C)cc1C
  3CLpro inhibitor: 8; BoNT A protease: -1.9; PfHsp40 rescue: 1.8; Vc quorum ag: i; PrPC surface inh: 2; Anthrax LF prot: -1; TcdB inh: 0.4; Yp Topo-I inh: 13; PriA SSB inh: 8
smiles: Cn1cnc([N+](=O)[O-])c1Sc1nc(N)nc2c1ncn2C1CC(O)C(CO)O1 (stereo not given)
  3CLpro inhibitor: x; BoNT A protease: -0.4; PfHsp40 rescue: -1.6; Vc quorum ag: 5.6; PrPC surface inh: -3; Anthrax LF prot: -5; TcdB inh: 0.8; Yp Topo-I inh: 0; PriA SSB inh: 5

New compounds follow:
SMILES,3CLpro inhibitor,BoNT A protease,PfHsp40 rescue,Vc quorum ag,PrPC surface inh,Anthrax LF prot,TcdB inh,Yp Topo-I inh,PriA SSB inh
CN1CCN(c2ccc(S(=O)(=O)N3CCCCC3)cc2NC(=O)CSC(C)(C)C)CC1,x,0.1,x,i,-1,-4,1.1,15,x
CC(=O)c1ccc(-n2ccnc2)cc1,4,u,3.5,2.2,9,-6,-0.1,4,1&-9&3
CCC(C)C(NC(=O)C1CCC(=O)N1C(=O)OCc1ccccc1)C(=O)NC(Cc1ccccc1)C(N)=O (stereo not given),1,-4.8,-0.7,-0.3,7,-4,1.0,-7,2
Nc1c(Cl)c(Cl)nc(C(=O)OCC(=O)NC2CCCCC2)c1Cl,0,-3.6,0.0,i,-2,2,0.2,3,2
O=S(=O)(c1ccc(Cl)cc1)c1nc(-c2ccco2)oc1N1CCOCC1,-4,x,-0.8,-0.5,5,x,-0.1,-2,-2
CCOC(=O)N1CCC(n2c(SCC(=O)OCc3ccccc3)nc3ccsc3c2=O)CC1,1,-0.7,0.2,-0.4,-3,-3,x,10,2
CCO[C@@H]1OC(C(=O)NCc2nc3ccccc3[nH]2)=C[C@H](c2ccc(C(F)(F)F)cc2)[C@H]1CCCO,0,-3.2,1.4,0.6,9,-6,0.4,-6,-11
CCOC(=O)c1c(NC(=O)COC(=O)Cc2c[nH]c3ccccc23)sc(C(=O)N(C)C)c1C,x,5.9,0.3,12,4,-2,-1.5,18,x
Cc1ccc(N(CCC(=O)O)S(=O)(=O)c2cccc(C(F)(F)F)c2)cc1,8,-1.2,-1.0,-0.3,8,-3,0.2,1,4
COc1ccccc1C1CC(=O)Nc2cc3c(cc21)OCCO3 (stereo not given),1,0.3,0.7,i,14,-2,3.7,0,-9
O=C(NC1CC1)C1CCCN1C(=O)NC1CCCCC1 (stereo not given),-2,0.5,0.1,-0.2,6,5,-0.1,6,-1

Rewritten with each value named: three of the compounds above
O=C(NC1CC1)C1CCCN1C(=O)NC1CCCCC1 (stereo not given)
  3CLpro inhibitor: -2	BoNT A protease: 0.5	PfHsp40 rescue: 0.1	Vc quorum ag: -0.2	PrPC surface inh: 6	Anthrax LF prot: 5	TcdB inh: -0.1	Yp Topo-I inh: 6	PriA SSB inh: -1

CC(=O)c1ccc(-n2ccnc2)cc1
  3CLpro inhibitor: 4	BoNT A protease: u	PfHsp40 rescue: 3.5	Vc quorum ag: 2.2	PrPC surface inh: 9	Anthrax LF prot: -6	TcdB inh: -0.1	Yp Topo-I inh: 4	PriA SSB inh: 1&-9&3

Cc1ccc(N(CCC(=O)O)S(=O)(=O)c2cccc(C(F)(F)F)c2)cc1
  3CLpro inhibitor: 8	BoNT A protease: -1.2	PfHsp40 rescue: -1.0	Vc quorum ag: -0.3	PrPC surface inh: 8	Anthrax LF prot: -3	TcdB inh: 0.2	Yp Topo-I inh: 1	PriA SSB inh: 4
